High-throughput results: PubChem, several laboratories
Ecoli viability: counter-screen for AddAB inhibitors: E. coli growth inhibition. E. coli V3065 growth, OD600 absorbance, 18 h. inhibition, % at 11.9 µM. 330,000 tested, 0.27% active. AID 449728;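 active = inhibition above the campaign's mean inhibition across all tested compounds plus 3 SD, cut at about 9.9% in these data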;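 note: uninfected addAB+ strain grown without phage in ampicillin broth; 0% = DMSO wells and 100% = ciprofloxacin 0.95 µg/ml wells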
DAGLB inh: diacylglycerol lipase beta (human) inhibition. HEK293T DAGLB membrane lysate, EnzChek fluorogenic substrate. 340,000 tested, 0.059% active. inhibition, % at 5.17 µM. AID 504411. Q8NCG7; in the data active = inhibition above about 34%;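 note: 0% = enzyme with vehicle and 100% = wells lacking enzyme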
Target sequence (Q8NCG7 whole entry, looked up): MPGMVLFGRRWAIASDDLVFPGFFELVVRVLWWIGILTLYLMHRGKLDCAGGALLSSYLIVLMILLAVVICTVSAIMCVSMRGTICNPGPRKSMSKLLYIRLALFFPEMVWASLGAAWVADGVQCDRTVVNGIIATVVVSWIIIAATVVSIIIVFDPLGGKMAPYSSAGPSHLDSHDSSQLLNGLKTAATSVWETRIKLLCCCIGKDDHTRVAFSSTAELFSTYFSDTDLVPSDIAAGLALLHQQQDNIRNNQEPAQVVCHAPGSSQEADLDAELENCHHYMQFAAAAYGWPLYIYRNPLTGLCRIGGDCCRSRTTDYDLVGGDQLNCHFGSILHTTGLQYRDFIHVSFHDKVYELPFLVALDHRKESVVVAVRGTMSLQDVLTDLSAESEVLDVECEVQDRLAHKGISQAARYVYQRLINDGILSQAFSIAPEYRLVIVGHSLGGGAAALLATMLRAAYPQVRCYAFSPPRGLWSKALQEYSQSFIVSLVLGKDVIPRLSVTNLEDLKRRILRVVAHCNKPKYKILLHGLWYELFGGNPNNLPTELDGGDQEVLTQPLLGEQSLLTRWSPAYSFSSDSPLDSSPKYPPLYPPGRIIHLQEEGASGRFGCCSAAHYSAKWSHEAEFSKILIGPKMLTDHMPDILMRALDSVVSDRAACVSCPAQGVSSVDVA
CDK5 inh: CDK5/p35 (human) kinase inhibition. Q00535+Q15078. Recombinant CDK5/p35, ADP-Glo luminescence, 60 min. inhibition, % at 10 µM. 330,000 tested, 0.01% active;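 active = highest replicate inhibition of at least 50% and at least 75% of replicates reaching 50%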;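 note: plate controls were DMSO neutral control for no effect and GW8510 at 10 µM for full effect; many of its hits are not listed in these tables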
PKA-R1A activ: activates the PKA-R1A holoenzyme complex; P00514+P68181; PKA-R1A dissociation, Cy5-IP20 fluorescence polarization; scaled: DMSO 0%, 113 µM cGMP 100%; activation, % at 11.4 µM; 340,000 tested, 0.083% active;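 active = percent activation above the mean of all tested compounds plus 3 SD, cut at about 19% in these data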;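 note: higher means more PKAc released from R1A so a rise in polarization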
PKA-R2B activ: activates the human PKA-R2B holoenzyme complex; P22694+P31323; PKA-R2B holoenzyme dissociation, Cy5-IP20 fluorescence polarization; R2B truncated from residue 108, S112A mutant; 0% DMSO only, 100% 113 µM cGMP; activation, % at 11.4 µM; 340,000 tested, 0.079% active;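 active = activation above a cutoff set at the mean over all compounds plus 3 SD, cut at about 18% in these data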;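 note: higher means more holoenzyme dissociation and a rise in polarization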
Target sequence (P31323 whole entry, looked up, other chains not shown, the tested form may be a part): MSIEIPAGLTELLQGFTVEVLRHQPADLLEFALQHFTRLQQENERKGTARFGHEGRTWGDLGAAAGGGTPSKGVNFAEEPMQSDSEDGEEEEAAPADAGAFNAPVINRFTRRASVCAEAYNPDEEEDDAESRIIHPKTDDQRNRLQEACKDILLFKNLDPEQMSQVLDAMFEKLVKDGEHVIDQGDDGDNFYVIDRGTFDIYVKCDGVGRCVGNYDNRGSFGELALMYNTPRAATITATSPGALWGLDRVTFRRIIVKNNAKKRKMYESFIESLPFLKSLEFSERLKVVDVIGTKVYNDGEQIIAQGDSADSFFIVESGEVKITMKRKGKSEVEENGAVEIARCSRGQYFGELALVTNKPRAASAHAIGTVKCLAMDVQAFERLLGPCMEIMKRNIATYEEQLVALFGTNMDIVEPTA
phage Ecoli inh: E. coli growth loss with phage present; inhibition, % at 11.9 µM; growth absorbance; 360,000 tested, 0.26% active; AID 651602; in the data active = inhibition above about 11%
AddAB inh: less growth of phage-infected E. coli with AddAB; inhibition, % at 11.9 µM; E. coli expressing H. pylori AddAB, absorbance growth; AID 435030; 330,000 tested, 0.29% active; in the data active = inhibition above about 12%;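 note: 0% = vehicle wells of infected cells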
Tat transport: blocks Tat-dependent protein export in E. coli; E. coli MC4100 TorA-mCherry Tat export, fluorescence; inhibition, % at 10 µM; 340,000 tested, 0.036% active;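 active = mean replicate inhibition at least 50% and at least half of replicates individually reaching 50%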;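 note: exported cargo escapes ClpAP degradation while cytoplasmic cargo is degraded and loses fluorescence; 0% = median of neutral control wells and 100% = median of NaSCN control wells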
HTR5A inv ctr: counter-screen for OPRM1-OPRD1 inverse agonists: human HTR5A inverse agonism; inhibition, % at 9.3 µM; 340,000 tested, 0.083% active; P47898; HTR5A cell line, luminescence; in the data active = inhibition mostly above about 23%, no sharp cut-off; inactive = mostly below about 18%;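 note: 0% = cells with DMSO and 100% = no-cell wells with DMSO; some compounds called inactive have numbers as strong as hits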
Mot1-301 SUMO: blocks SUMOylation pathway, rescuing yeast Mot1-301 growth. S. cerevisiae Mot1-301 growth rescue, ATP luminescence, 38.5C; percent above DMSO median, 100 means doubled. growth rescue, % at 18.8 µM. 320,000 tested, 1% active. AID 2716;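 active = every valid replicate shows activation above 250% relative to neutral control wells; inactive = the rest, any valid replicate at or below 250%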;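 note: OY570 slx delta 5 strain wells were the positive control but not used for scaling; some compounds called inactive have numbers as strong as hits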
HTR5A ag: activates human HTR5A in OPRM1-OPRD1 agonist counter-screen; AID 504692; P47898; 340,000 tested, 0.61% active; activation, % at 9.3 µM; HTR5A agonist assay, luminescence, cell-based; in the data active = activation mostly above about 9.5%, no sharp cut-off; inactive = mostly below about 7.6%;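 note: 0% = cells with vehicle only and 100% = reference agonist; strong numbers were not always called active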
The depositor's hits bear a star; nt = no result given. Not all compounds are listed; count on the stated rates, not on these rows.

canonical_smiles | Ecoli viability | DAGLB inh | CDK5 inh | PKA-R1A activ | PKA-R2B activ | phage Ecoli inh | AddAB inh | Tat transport | HTR5A inv ctr | Mot1-301 SUMO | HTR5A ag
C=CCN1C(=O)NC(=O)/C(=C/c2ccoc2)C1=O | -2.7 | -2 | -4.8 | -3 | -6 | -0.3 | 2.4 | 0 | -7 | -12 | 3
CCC(=NCCCO)c1c(O)n(-c2ccc(OC)cc2)c(=O)[nH]c1=O | -0.8 | -1 | 0.0 | 2 | 2 | 4.2 | -1.0 | -2 | -13 | nt | 4
COC(=O)C1=C(c2cc3ccccc3s2)C[C@@H]2CC[C@H]1N2C(=O)NCc1ccc(F)cc1 | -1.8 | -4 | 1.2 | 0 | -9 | 2.4 | -0.5 | 7 | -1 | -10 | 0
CC(=O)O[C@@]12CO[C@@H]1C[C@H](O)[C@@]1(C)C(=O)[C@H](O)C3=C(C)[C@@H](O)C[C@@](O)([C@@H](OC(=O)c4ccccc4)C12)C3(C)C (some centres undefined) | -0.7 | -2 | -1.0 | -9 | -5 | 2.6 | 1.7 | 7 | 0 | -4 | 7
CCC1(CC)C(=O)C=CNC1=O | 1.1 | 2 | -5.2 | -9 | 4 | 4.9 | -3.6 | 9 | 1 | 1 | 0
C=CCn1c(O)c(C=Nc2ccc(N(CC)CC)cc2)c(=O)[nH]c1=O | -0.9 | 2 | 3.9 | -7 | -10 | 2.8 | 1.4 | -3 | 15 | -28 | 4
CC12CCC(=O)C=C1CC(O)C1C2CCC2(C)C1CCC2(C)O (centres undefined) | nt | -2 | 0.4 | 5 | -1 | 2.7 | nt | -2 | -5 | nt | 1
CCOC(=O)c1c(-n2c(C)cc(C=C3C(=O)NC(=S)NC3=O)c2C)sc2c1CCCC2 | 1.3 | 8 | -6.2 | -10 | -7 | nt | 0.8 | 15 | -23 | 6 | 1
O=C(Nc1nccs1)C(Cl)(Cl)Cl | 0.5 | 0 | -3.0 | -3 | -13 | 2.4 | -0.7 | 2 | -5 | nt | 2
CC(C)c1ccc(C2N3CCCN23)cc1 (centres undefined) | -0.3 | 1 | -2.0 | -11 | -3 | 1.5 | 1.9 | -2 | -9 | -7 | 3
Cc1cc2ccccn2c1C(C[N+](=O)[O-])c1c(F)cccc1Cl (centres undefined) | -1.8 | -16 | 2.0 | 1 | -2 | 0.1 | 5.0 | 0 | 2 | 120 | -1
CCCCn1c(O)c(C(CC)=NCc2ccc3c(c2)OCO3)c(=O)[nH]c1=O | 2.0 | 1 | 1.6 | -3 | -24 | 4.0 | 0.7 | 7 | -27 | -8 | 4
Cc1cc(C)[n+](C2C3CC4CC(C3)CC2C4)o1 (centres undefined) | 3.5 | 3 | 0.6 | -6 | 0 | 4.2 | 1.3 | 0 | -3 | 16 | 1
COC(=O)C1=C(c2ccc(C(C)=O)cc2)C[C@@H]2CC[C@H]1N2C(=O)N1CCCC1 | -3.2 | 0 | 0.7 | -10 | 8 | 2.0 | -0.4 | -3 | -26 | -3 | 3
O=c1[nH]c(O)c(C=Nc2ccc(F)c(Cl)c2)c(=O)[nH]1 | 2.0 | -2 | -0.5 | 0 | 9 | 2.0 | 2.6 | 1 | -9 | -17 | 3
Cc1nc(Cl)sc1C(=O)Nc1ccc2ccccc2c1 | -0.6 | -2 | -2.5 | -4 | -7 | 5.6 | 2.2 | 0 | -11 | 209 | 0
Clc1cccc(N2CCNCC2)c1Cl | 2.3 | 1 | -0.2 | 7 | -6 | 4.3 | 7.7 | 9 | 3 | 11 | -1
Cc1c2cnn(CC(=O)N3CCC4(CC3)OCCO4)c(=O)c2c(C)n1Cc1cccc(Cl)c1 | -1.6 | 2 | 0.4 | 5 | -2 | 4.7 | 3.4 | -6 | 0 | 0 | -3
O=C(c1ccccc1)c1cn(CC(=O)N2CCOCC2)c2ccccc12 | -0.2 | -1 | -0.4 | -12 | -6 | 0.2 | 0.6 | 2 | -5 | 1 | -1
COc1ccccc1N1CCN(CCc2c[nH]c3cc4c(cc23)OCO4)CC1 | nt | 2 | -1.3 | 8 | -5 | 1.7 | nt | 3 | -10 | nt | 3
CCOP(=S)(OCC)SCC(=O)NC(C(=O)O)C(C)C (centres undefined) | -0.7 | -1 | -1.9 | -3 | -8 | 2.3 | 3.4 | -4 | -24 | -13 | 0
COc1ccc(C(Nc2ccccc2)P(=O)(Oc2ccccc2)Oc2ccccc2)cc1 (centres undefined) | 0.6 | 0 | -2.1 | 1 | 4 | 2.1 | 2.1 | -14 | -1 | 14 | 2
CC(C)c1ccc(OCC(=O)N2CCCN(C)CC2)cc1 | 1.0 | 1 | -0.3 | 3 | 4 | -0.2 | 0.2 | 3 | -5 | 6 | 8
c1cncc(CNC2CCCC2)c1 | 0.3 | -1 | -2.0 | -3 | 5 | 0.7 | 0.0 | -9 | 10 | -12 | -4
CN(C)C(=O)Oc1ccc(Br)c2ccccc12 | -1.8 | -3 | 1.4 | -3 | -15 | 0.5 | -0.8 | 2 | -1 | 17 | 0
CN(C=O)CP(=O)(O)CN(C)C=O | -3.3 | 1 | 0.9 | 2 | 1 | 2.1 | 1.3 | -2 | -21 | 570* | 4
CCCCNC(=O)c1c(N)n(Cc2ccc3c(c2)OCO3)c2nc3ccccc3nc12 | 0.2 | -3 | 0.3 | 4 | -4 | 0.5 | 2.5 | -6 | -37 | -17 | -4
CC(C)(C)OC(=O)c1c(N)n(Cc2ccco2)c2nc3ccccc3nc12 | 0.4 | 0 | -0.4 | 4 | 2 | 1.9 | 0.0 | 20 | 20 | 4 | 1
O=c1c2ccccc2nc(CSc2ncnc3nc[nH]c23)n1-c1ccc(Cl)c(Cl)c1 | -0.2 | -4 | 0.4 | -11 | -4 | 0.6 | 1.6 | 6 | -14 | 176 | 0
N#CCCCCC#N | 1.1 | -1 | -1.0 | 2 | -6 | 1.9 | 4.3 | -1 | 14 | nt | 2
COC1=CC2C3Cc4ccc(OC)c(O)c4C2(CCN3C)CC1=O (centres undefined) | 1.1 | 0 | -0.8 | -6 | 5 | 0.8 | 0.6 | -8 | -20 | 1 | 8
Nc1ccncc1Cl | -0.8 | 0 | -5.2 | -13 | -9 | 2.9 | 0.9 | -3 | -21 | -9 | -1
COc1ccc2nc3oc(C(=O)N4CCC5(CC4)OCCO5)cc3cc2c1 | -2.0 | -2 | 0.0 | 0 | -6 | 3.0 | -0.8 | -3 | 3 | 4 | -1
CCCCn1c(O)c(C(C)=Nc2ccc(OCC)cc2)c(=O)[nH]c1=O | 2.0 | 1 | -0.6 | -5 | -11 | 0.2 | 2.5 | 8 | 2 | 20 | -1
COc1ccc(C2=CC(c3ccc(OC)c(OC)c3)c3c(c4ccccc4oc3=O)O2)cc1OC (centres undefined) | 0.5 | 2 | -3.2 | -9 | -9 | 2.7 | 1.1 | 12 | 10 | -6 | -3
O=C1CC(=O)N(Cc2ccccc2)C(=O)N1CCCCCCN1C(=O)CC(=O)N(Cc2ccccc2)C1=O | -2.0 | nt | 1.3 | nt | nt | 0.4 | 0.8 | 2 | nt | -4 | nt
N[C@@H](Cc1c[nH]c2ccccc12)c1nnc(SCc2ccc(Cl)cc2)o1 | 0.6 | 0 | -2.2 | 12 | 1 | 1.6 | 1.9 | 11 | 18 | -2 | 7
COc1cc2[nH]c(C(=O)N3CCC4(CC3)OCCO4)cc2c(OC)c1OC | -2.5 | 0 | 2.1 | 1 | 1 | 1.1 | 0.9 | 2 | -26 | 2 | -1
Cc1ccc(CN2CCCN(Cc3ccccc3C)S2(=O)=O)cc1 | 0.3 | -21 | 1.2 | -13 | -14 | -0.4 | 0.5 | 21 | -3 | -9 | 1
CC(=NCc1cccnc1)c1c(O)n(-c2ccccc2)c(=O)[nH]c1=O | -0.7 | 0 | 3.0 | -7 | 9 | 1.5 | -0.2 | -1 | -7 | -7 | 3
Nc1c(C(=O)NCc2ccco2)c2nc3ccccc3nc2n1Cc1ccccc1 | -2.3 | 6 | -0.3 | 6 | -3 | 4.0 | -1.2 | 1 | -14 | 149 | 1
CCn1cc(C(=O)N2CCOCC2)c2ccccc21 | 0.7 | -2 | -5.5 | 5 | -7 | 4.8 | 1.0 | 2 | -6 | -1 | 2
CN(C)CCCN=Cc1c(O)n(Cc2ccco2)c(=O)[nH]c1=O | -2.2 | 1 | -0.8 | 0 | 11 | 0.2 | 6.5 | -1 | 1 | 0 | 0
CCC(=NCC1CCCO1)c1c(O)[nH]c(=O)[nH]c1=O (centres undefined) | -3.5 | -1 | 0.4 | -1 | -9 | 1.7 | 1.1 | -1 | -41 | -19 | -2
O=C(CN1CCCCC1)c1ccccc1F | 0.1 | 2 | 6.4 | -5 | -12 | 1.9 | 0.4 | 15 | 16 | 4 | -6
COC(=O)C1=C(c2ccc(OC(F)(F)F)cc2)C[C@@H]2CC[C@H]1N2C(=O)NCc1cccc2ccccc12 | -2.0 | -14 | 0.3 | -6 | -6 | 7.5 | 2.5 | 11 | 11 | 24 | 0
Cc1cc2ccccc2c(=O)n1CC(=O)NCC(=O)N1CCC2(CC1)OCCO2 | 3.7 | 0 | 1.2 | -3 | 1 | 1.5 | 0.9 | -2 | 18 | 5 | 1
O=C(C(Cc1ccccc1)NS(=O)(=O)c1ccc(F)cc1)N1CCC2(CC1)OCCO2 (centres undefined) | 0.5 | 2 | 0.8 | -2 | 3 | 0.6 | 4.7 | -2 | 16 | -13 | -6
CCOc1ccc(NC(=O)c2ccc(NC(=O)COC(=O)Cc3ccccc3)cc2)cc1 | -2.0 | 7 | -3.0 | 0 | 5 | 2.3 | 4.2 | -2 | -6 | -19 | 3
COCCNC(=O)c1c(N)n(CCC(C)C)c2nc3ccccc3nc12 | -0.4 | 0 | -2.6 | 4 | 2 | -2.0 | -0.2 | 12 | -10 | -4 | 3
Cc1cc(=O)oc2cc(OCC(=O)N3C[C@H]4C[C@@H](C3)c3cccc(=O)n3C4)c(Cl)cc12 | 0.8 | -1 | 0.7 | -2 | -6 | 2.2 | 3.0 | -8 | -42 | 52 | 6
S=c1[nH]c2ccccc2[nH]1 | 2.6 | 0 | 3.0 | 1 | -2 | 3.8 | -0.3 | -10 | -29 | nt | 10*
COC(=O)c1ccc(CN2CCSC2=N)cc1 | -0.8 | 3 | nt | 0 | -6 | 0.9 | 2.3 | 6 | -23 | -24 | 6
N#Cc1ccc(Cn2cc(C(=O)c3ccco3)c3ccccc32)cc1 | 0.5 | 1 | 0.1 | -4 | -5 | 3.0 | 0.4 | 3 | -23 | -11 | -5
O=C1NC(=O)N(CCc2ccc(F)cc2)C(=O)/C1=C/c1ccco1 | -1.8 | 20 | 0.7 | 6 | -2 | 0.1 | 2.8 | -2 | 1 | nt | 0
